PrPC surface inh – reduces human prion protein on the cell surface. P04156. cell surface PrPC, TR-FRET read-out. inhibition, % at 13.8 µM. 370,000 tested, 0.43% active; in the data active = inhibition above about 24%; note: 0% = median of the test wells and 100% = reference compound wells
CCHF vOTU inh – blocks the CCHF virus ovarian tumor domain protease. CCHFV vOTU protease, Pep-AMC fluorescence. inhibition, % at 11.5 µM. 370,000 tested, 0.55% active. AID 651958; note: 0% = vehicle wells with enzyme and 100% = no enzyme wells
UGM FP inh – inhibitors of M. tuberculosis UDP-galactopyranose mutase | purified UGM, fluorescence polarization probe displacement | inhibition, % at 10 µM | 320,000 tested, 0.06% active | AID 504406; in the data active = inhibition above about 10%, passing the limit was not always enough; inconclusive = no clear call, values can overlap the other calls
Target sequence (P9WIQ1 whole entry, looked up): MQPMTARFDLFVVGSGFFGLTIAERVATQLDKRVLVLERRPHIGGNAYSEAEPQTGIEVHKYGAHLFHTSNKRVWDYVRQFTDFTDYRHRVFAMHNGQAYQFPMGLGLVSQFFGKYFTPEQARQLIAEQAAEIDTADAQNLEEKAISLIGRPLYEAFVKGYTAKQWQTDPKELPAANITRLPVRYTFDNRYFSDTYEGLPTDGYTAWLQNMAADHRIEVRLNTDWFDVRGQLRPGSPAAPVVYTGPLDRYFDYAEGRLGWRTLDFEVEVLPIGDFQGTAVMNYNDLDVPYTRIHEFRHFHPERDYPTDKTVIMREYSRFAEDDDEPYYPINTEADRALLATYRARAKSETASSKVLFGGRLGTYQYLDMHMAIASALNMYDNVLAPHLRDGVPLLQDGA
GDH-TPI counter – counter-screen for M. tuberculosis FBA inhibitors: GDH-TPI coupled enzymes. GDH-TPI coupled enzyme counterscreen, NADH absorbance. inhibition, % at 4.8 µM. 360,000 tested, 1.2% active. AID 588335;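 note: 0% = DMSO wells and 100% = wells lacking the enzyme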
FadD28 binding – inhibitors of Mycobacterium tuberculosis FadD28 bisubstrate binding; FadD28 bisubstrate probe binding, fluorescence polarization; inhibition, % at 12.5 µM; 360,000 tested, 0.22% active; in the data active = inhibition above about 8.5%, passing the limit was not always enough; inconclusive = no clear call, values can overlap the other calls
BoNT-F LC inh – BoNT F light chain protease inhibition. 360,000 tested, 0.22% active. Multiplex microsphere protease cleavage assay, flow cytometry. inhibition, % at 10 µM; in the data active = inhibition above about 35%, passing the limit was not always enough; inconclusive = no clear call, values can overlap the other calls; note: plate controls were buffer without enzyme for full effect and enzyme alone for no effect
Mtb FBA inh – inhibitors of M. tuberculosis fructose-bisphosphate aldolase; AID 588726; inhibition, % at 1 µM; purified M. tuberculosis FBA, fluorescence read-out; 360,000 tested, 2.3% active; in the data active = inhibition above about 27%;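 note: 0% = vehicle and 100% = reference inhibitor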
Target sequence (P9WQA3 whole entry, looked up): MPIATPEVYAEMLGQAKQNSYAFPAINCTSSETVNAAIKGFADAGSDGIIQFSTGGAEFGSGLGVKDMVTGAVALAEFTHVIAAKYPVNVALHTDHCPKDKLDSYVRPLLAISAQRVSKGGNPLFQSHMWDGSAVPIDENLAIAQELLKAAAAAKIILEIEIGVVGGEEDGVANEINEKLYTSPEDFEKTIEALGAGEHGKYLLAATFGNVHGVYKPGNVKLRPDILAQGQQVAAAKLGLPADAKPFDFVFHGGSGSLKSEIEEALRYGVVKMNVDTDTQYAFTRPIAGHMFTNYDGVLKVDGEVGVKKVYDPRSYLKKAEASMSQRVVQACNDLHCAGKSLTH
BoNT-A LC inh2 – blocks Botulinum neurotoxin A light chain protease | multiplex microsphere protease substrate cleavage, flow cytometry | inhibition, % at 10 µM | 360,000 tested, 0.17% active | AID 588499; in the data active = inhibition above about 30%; inconclusive = no clear call, values can overlap the other calls; note: plate controls were buffer without enzyme for full effect and enzyme alone for no effect
Mtb BioA inh – blocks M. tuberculosis BioA enzyme activity; purified M. tuberculosis BioA enzyme, plate reader; inhibition, % at 9.99 µM; 360,000 tested, 0.096% active; AID 602481; in the data active = inhibition above about 40%; inconclusive = no clear call, values can overlap the other calls
Starred values were filed as active, the others as inactive; ? = inconclusive; · = not tested or not shown; + = active, no number; & = joins results of further samples. Cut-off read from the data, not from the text of the source, unless noted: active = inhibition above about 30%; inactive = the rest.

SMILES	PrPC surface inh	CCHF vOTU inh	UGM FP inh	GDH-TPI counter	FadD28 binding	BoNT-F LC inh	Mtb FBA inh	BoNT-A LC inh2	Mtb BioA inh
C[C@@H]1C=C(C(=O)NCc2ccccc2)O[C@H](OCc2ccc(CO)cc2)C1	8	2	1.2	-8	-1.0	-3	3	0.1	1.7&0.1
Cc1ccc(S(=O)(=O)NC2CCCCCCC2)cc1	6	0	-1.3	4	-4.7	-20	-1	0.4	0.9
CCOc1ccc(-n2cccc2C=O)cc1	5	-4	1.0	2	-1.1	-3	-2	0.2	·
O=C(Nc1cc([N+](=O)[O-])ccc1O)c1cccc(C(=O)Nc2cc([N+](=O)[O-])ccc2O)c1	5	7	-1.1	7	4.4	?	0	2.1	2.3
CC1(c2ccccc2)NC(=O)N(CC(=O)N(c2ccccc2)C2CCS(=O)(=O)C2)C1=O (stereo not drawn)	8	1	0.1	-2	-2.9	6	-3	-0.6	0.4
O=C(c1ccc2c(c1)OCCO2)N1CCCC(CNS(=O)(=O)c2cccs2)C1 (stereo not drawn)	5	-12	-2.8	-3	-1.8	-1	0	-0.7	·
Cc1cc(C)cc(COn2ccnc2)c1	-3	3	-1.7	13	0.1	-4	1	-0.6	·
CCOCCC(=O)Nc1ccc2c(c1)c(=O)n(C)n2CC=C(C)C	5	-112	·	12	-1.3	-9	+	0.1	0.4
COc1cc(NC(=O)c2ccc(C)cc2C)ccc1NC(=O)c1cc2ccccc2o1	0	2	0.4	22	0.3	2	-1	-0.8	-3.8
CC[n+]1ccc(C)c2cc(S(=O)C(F)(F)F)ccc21 (stereo not drawn)	·	·	2.5	0	-0.2	-69	17	0.5	-2.9
Cc1cc(NC(=O)CSCC(=O)N(C)Cc2ccc(Cl)c(Cl)c2)no1	7	0	2.0	2	-7.1	6	0	0.9	7.8
COc1cc(/C=C(/C#N)C(=O)Nc2cc(C(F)(F)F)ccc2Cl)ccc1OCC(=O)Nc1cccc(C(F)(F)F)c1	-2	10	·	12	-1.9	0	2	0.6	·

Structures shown so far that contain an aryl methoxy group, in the order listed:
SMILES	PrPC surface inh	CCHF vOTU inh	UGM FP inh	GDH-TPI counter	FadD28 binding	BoNT-F LC inh	Mtb FBA inh	BoNT-A LC inh2	Mtb BioA inh
COc1cc(NC(=O)c2ccc(C)cc2C)ccc1NC(=O)c1cc2ccccc2o1	0	2	0.4	22	0.3	2	-1	-0.8	-3.8
COc1cc(/C=C(/C#N)C(=O)Nc2cc(C(F)(F)F)ccc2Cl)ccc1OCC(=O)Nc1cccc(C(F)(F)F)c1	-2	10	·	12	-1.9	0	2	0.6	·

(more compounds)
SMILES	PrPC surface inh	CCHF vOTU inh	UGM FP inh	GDH-TPI counter	FadD28 binding	BoNT-F LC inh	Mtb FBA inh	BoNT-A LC inh2	Mtb BioA inh
Cc1cccc(C)c1Nc1nnc(SCC(=O)NCc2ccco2)s1	0	4	-1.8	-8	-1.3	-2	0	0.0	-1.3
COc1ccc(N(CC(=O)NC2CCCC2)C(=O)c2ccc(N3CCCCC3)nc2)cc1	-4	-2	-3.2	3	1.2	12	2	0.1	0.6
CC1CCN(Cc2nnnn2CCCC(=O)N(C)C(C)c2ccccn2)CC1 (stereo not drawn)	2	10	0.7	5	-0.9	-1	-1	-0.9	-2.2
CCn1nc(C)c(CN2CCC(C(=O)Nc3cccc(-c4cccc(Cl)c4)c3)CC2)c1C	-14	7	2.1	-10	-19	5	7	0.8	-1.0
CSCCOC(=O)C1=C(C)NC(=O)NC1c1ccc2c(c1)OCO2 (stereo not drawn)	3	-9	-0.5	3	-3.6	?	-3	-4.8	1.1
CCC(C)N1CC(=O)N2Cc3[nH]c4ccccc4c3C[C@H]2C1=O (stereo partly drawn)	-2	14	-0.9	-3	1.0	16	4	-0.3	-0.9
Fc1ccccc1-c1nc2ccccc2[nH]1	3	-7	3.4	-3	-2.4	-2	24	-1.0	·
CCN(CC)CCN(C(=O)/C=C/c1cccs1)c1nc2ccc(C)cc2s1	0	9	-0.5	14	0.0	-10	1	-1.5	-1.8
CC(C(=O)N(C)CC(=O)Nc1ccccc1C(F)(F)F)N1C(=O)c2ccccc2C1=O (stereo not drawn)	-5	6	-0.5	-1	·	1	-2	-3.3	-0.4
COc1ccc(/C=N/NC(=O)CSc2ccccc2)cc1OC	8	-6	-1.7	5	-2.4	0	2	-0.1	·
COc1ccccc1N(C)S(=O)(=O)c1ccc(C(=O)OCC(=O)NCCC2=CCCCC2)cc1	-6	-9	-0.6	1	-1.3	-5	-2	0.1	·
COc1ccccc1CNC(=O)CCNC(=O)Cn1cnc2ccccc2c1=O	3	-7	-0.3	2	-2.5	?	-2	1.6	-0.9

Some of the entries above in another layout.
CSCCOC(=O)C1=C(C)NC(=O)NC1c1ccc2c(c1)OCO2 (stereo not drawn)
  PrPC surface inh: 3	CCHF vOTU inh: -9	UGM FP inh: -0.5	GDH-TPI counter: 3	FadD28 binding: -3.6	BoNT-F LC inh: ?	Mtb FBA inh: -3	BoNT-A LC inh2: -4.8	Mtb BioA inh: 1.1
CC(C(=O)N(C)CC(=O)Nc1ccccc1C(F)(F)F)N1C(=O)c2ccccc2C1=O (stereo not drawn)
  PrPC surface inh: -5	CCHF vOTU inh: 6	UGM FP inh: -0.5	GDH-TPI counter: -1	FadD28 binding: ·	BoNT-F LC inh: 1	Mtb FBA inh: -2	BoNT-A LC inh2: -3.3	Mtb BioA inh: -0.4
COc1ccccc1N(C)S(=O)(=O)c1ccc(C(=O)OCC(=O)NCCC2=CCCCC2)cc1
  PrPC surface inh: -6	CCHF vOTU inh: -9	UGM FP inh: -0.6	GDH-TPI counter: 1	FadD28 binding: -1.3	BoNT-F LC inh: -5	Mtb FBA inh: -2	BoNT-A LC inh2: 0.1	Mtb BioA inh: ·
Fc1ccccc1-c1nc2ccccc2[nH]1
  PrPC surface inh: 3	CCHF vOTU inh: -7	UGM FP inh: 3.4	GDH-TPI counter: -3	FadD28 binding: -2.4	BoNT-F LC inh: -2	Mtb FBA inh: 24	BoNT-A LC inh2: -1.0	Mtb BioA inh: ·

Later entries
SMILES	PrPC surface inh	CCHF vOTU inh	UGM FP inh	GDH-TPI counter	FadD28 binding	BoNT-F LC inh	Mtb FBA inh	BoNT-A LC inh2	Mtb BioA inh
CN1C(=O)C(CC(=O)Nc2ccc(F)cc2)N(NC(=O)c2cccc(F)c2)C1=S (stereo not drawn)	10	-2	5.8	2	-2.0	?	-5	?	·
O=C(CN1CCOc2ccccc21)NCc1ccco1	1	-1	-0.7	0	-3.0	-6	-1	0.1	-1.6
CCOc1ccc2nc(NC(=O)CS(=O)(=O)c3ccc(C)cc3)sc2c1	2	2	2.5	15	-1.1	3	0	2.4	-0.4
CCOc1ncccc1C(=O)OCC(=O)Nc1ccc(S(=O)(=O)N2CCCC2)cc1	2	-6	-2.3	5	-2.5	4	-2	-0.1	1.1
CCOC(=O)C1=NNC(C(=O)c2ccc(Cl)cc2)C1c1ccccc1 (stereo not drawn)	10	23	-0.2	6	-1.1	-11	4	1.2	-0.8
CCCCn1nc2cc(C(=O)NC3CCc4ccccc43)ccc2c1OCC (stereo not drawn)	11	-17	-2.5	-3	-3.2	-1	53*	-0.2	-0.9
CCCCOc1nc(N2CCOCC2)nc(C)c1[N+](=O)[O-]	-2	7	2.2	17	0.1	-4	1	-1.4	·
CCCCCNC(=O)C1CCC(Cn2c(=S)[nH]c3ccccc3c2=O)CC1 (stereo not drawn)	5	9	0.3	-4	-2.4	0	3	0.0	-0.1
O=C1COc2ccc(C(=O)COC(=O)CCSc3ccccc3)cc2N1	-1	3	-1.3	3	-1.2	1	4	0.3	-2.1
O=C(CC1C(=O)Nc2ccccc2N1CC(=O)N1CCCC1)Nc1ccc(Br)cc1 (stereo not drawn)	9	-1	-0.3	1	-4.5	2	4	0.5	1.7
NC(=O)Oc1cccc(OC(N)=O)c1	2	3	-4.1	-10	1.3	13	1	3.8	1.5
O=C1OC(Nc2nc3ccccc3s2)c2ccccc21 (stereo not drawn)	17	16	-1.4	4	-0.4	5	-4	1.2	0.6
Cc1cc(C)cc(N(CC(=O)Nc2ccc(-c3nc4ccc(C)cc4s3)cc2)S(C)(=O)=O)c1	-1	-32	-2.2	18	0.3	0	24	0.3	-1.6
O=C(O)C1CCN(C(=O)c2csc(-c3ccc4c(c3)CCO4)n2)CC1	-3	-11	3.1	9	-0.2	?	9	-1.7	·
Cc1ccc(/C=C2\SC(N)=NC2=O)s1	-14	1	0.9	18	0.9	14	-1	2.7	-0.9
COc1cc(C2c3c([nH]c(=O)[nH]c3=O)Nc3ccc4ccccc4c32)ccc1O (stereo not drawn)	4	3	2.2	6	0.4	0	9	0.1	-0.4
Nc1nnc(P(c2ccccc2)c2ccccc2)s1	1	0	3.2	-1	-1.5	2	2	-0.2	2.8
C/C(Cn1nnc2ccccc21)=N\OC(=O)c1ccccc1C	4	-10	0.3	-6	-3.1	-2	-1	0.5	·
CC(C)(C)C(=O)COC(=O)c1cccc(NC(=O)c2ccco2)c1	2	5	-0.2	-5	-2.7	1	0	0.9	-2.4
O=C(CCc1nc2ccccc2c(=O)[nH]1)N1CCN(C/C=C/c2ccccc2)CC1	11	-2	-2.3	-7	-2.7	0	-1	-0.2	·
COc1cc(C2=CN(Cc3ccccc3)CCC2=O)cc(OC)c1OC	-2	8	-0.5	26	-3.9	6	-4	0.2	4.3
COC(=O)C(Cc1c[nH]c2ccccc12)NC(=O)C(=O)c1c[nH]c2ccccc12 (stereo not drawn)	-1	11	-3.4	5	-3.3	2	-1	-0.7	3.1
Cn1c(SCC(=O)NCC2CCCO2)nnc1-c1cccc(NC(=O)c2ccccc2F)c1 (stereo not drawn)	-7	-5	1.5	-1	-0.2	4	3	0.9	·
CN1CCN(C(=O)c2ccc3c(=O)n(Cc4ccco4)c(=S)[nH]c3c2)CC1	-11	-4	2.3	19	-2.6	-31	-10	-2.9	-0.3
Cc1cc(C[n+]2ncsc2N)c2ncccc2c1	-3	18	0.7	15	-4.9	-11	8	-0.5	0.9
Cc1cc(F)ccc1S(=O)(=O)Nc1ccccc1C(=O)Nc1ncn[nH]1	2	-12	0.3	-6	-2.1	-5	25	0.0	0.5
CCCCc1ccc(NC(=O)N[C@H](C(=O)O)C(C)CC)cc1 (stereo partly drawn)	-1	6	2.9	-2	-0.2	4	3	0.8	0.0
C=CCn1c(O)c(C(CC)=NCc2cc(OC)cc(OC)c2)c(=O)[nH]c1=O	2	-6	-2.2	-3	0.6	15	3	0.5	3.0
COc1ccc(OC)c(NC(=O)COC(=O)c2ccc(OC)c(S(=O)(=O)N3CCOCC3)c2)c1	6	4	-1.4	-5	-4.2	0	-2	0.2	-0.5
Cc1onc(-c2ccccc2Cl)c1C(=O)N1C=CC(C(F)(F)Cl)=NCC1	-3	12	-0.7	8	-2.7	1	1	0.8	-0.7
CCN(CC)S(=O)(=O)c1cccc(-c2nnc(SCC(=O)NCCC3=CCCCC3)n2N)c1	7	3	0.5	-1	-3.8	-4	1	-0.3	0.3
Nc1nccnc1C(=O)OCC(=O)Nc1ccc2[nH]c(=O)[nH]c2c1	1	-6	-0.9	5	-5.9	-4	18	0.3	-1.5
O=C(CCOc1ccccc1)Nc1ccnn1C1CCN(C(=O)CCC(F)(F)F)CC1	-3	-1	5.4	0	-2.9	-2	1	-1.1	-0.9
COc1ccccc1NC(=O)CN(Cc1ccco1)C(=O)c1ccc(N2CCCC2=O)cc1	-2	-4	·	7	1.4	2	5	-0.1	·
COc1ccc(CC(=O)OCC(=O)NCC2CCCO2)cc1OC (stereo not drawn)	-6	-7	1.4	-1	-3.7	·	-3	·	-2.1
Cc1nnc(NC(=O)c2sc3ccccc3c2Cl)s1	7	12	4.1	11	-3.6	12	-1	0.5	-2.7
O=C(O)c1ccc(NC(=S)Nc2ccc(S(=O)(=O)Nc3ccccn3)cc2)cc1	8	-12	·	13	-1.1	-1	1	0.0	-1.5
O=c1c(Br)c(N2CCOCC2)cnn1-c1ccccc1	2	0	-0.6	4	-3.0	-3	-1	-0.3	·

Compound activity as filed in PubChem BioAssay.
